Screens as filed in PubChem.
CYP2C9 act: human CYP2C9 activators, primary screen, biochemical, luminescence | recombinant CYP2C9, luciferin-H conversion; stronger effect = higher value; factor 1 = untreated enzyme, 0 = blocked | activation factor at 5 µM | hit rate 1.4% among 96,000;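 active = activation factor of 2 or more for CYP2C9 at a 5 µM dose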;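 note: 0 = sulfaphenazole-blocked wells and 1 = vehicle-only wells; values of inactives mirror those of a sister screen read the other way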
PLK1 kinase inh: human PLK1 kinase inhibitors, primary screen, biochemical, TR-FRET. recombinant PLK1 kinase, TR-FRET peptide phosphorylation. inhibition, % at 10 µM. hit rate 0.53% among 97,000. AID 619, 2007;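 active = inhibition of 50% or more in the single-concentration screen; inactive = inhibition below 50%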;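 note: 0% = DMSO max control and 100% = H-89 dihydrochloride min control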
Target sequence (P53350 whole entry, looked up): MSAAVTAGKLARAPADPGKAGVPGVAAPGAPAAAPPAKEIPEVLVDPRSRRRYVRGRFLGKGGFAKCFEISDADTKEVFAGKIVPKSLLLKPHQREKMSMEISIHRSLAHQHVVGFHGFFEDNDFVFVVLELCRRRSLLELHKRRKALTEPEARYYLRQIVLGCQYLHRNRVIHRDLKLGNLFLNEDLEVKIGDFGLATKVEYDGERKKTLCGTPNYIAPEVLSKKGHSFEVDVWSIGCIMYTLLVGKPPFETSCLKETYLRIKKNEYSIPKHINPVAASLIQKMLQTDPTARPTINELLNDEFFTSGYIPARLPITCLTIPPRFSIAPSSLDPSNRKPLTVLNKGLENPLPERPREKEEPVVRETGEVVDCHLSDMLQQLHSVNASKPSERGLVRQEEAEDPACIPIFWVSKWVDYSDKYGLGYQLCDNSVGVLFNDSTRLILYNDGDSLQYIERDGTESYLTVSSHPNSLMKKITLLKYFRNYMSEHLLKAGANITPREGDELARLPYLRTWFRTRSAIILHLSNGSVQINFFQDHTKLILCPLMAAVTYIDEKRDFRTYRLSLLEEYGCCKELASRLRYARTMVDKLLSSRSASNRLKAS
CYP2C9 inh: blockers of cytochrome P450 2C9 activity – biochemical, luminescence, ADME assay, primary screen. CYP2C9 Supersomes, luciferin-H conversion. inhibition, % at 5 µM. P11712. AID 777, 2007. hit rate 20% among 96,000;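 active = blocking of liver enzyme CYP2C9 beyond about 50% at 5 µM, limit read from the data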; note: values of inactives mirror those of a sister screen read the other way
HIV Rev-RRE inh: HIV-1 Rev-RRE binding inhibitors, primary screen, biochemical, FRET, protein-RNA interaction; P05866; Rev peptide-RRE RNA binding; inhibition, % at 8 µM; hit rate 0.79% among 97,000;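 active = inhibition above the screen-wide mean plus 3 SD, cut at about 35% in these data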;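 note: 0% = median DMSO wells and 100% = median Neomycin B control wells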
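Test system: Cy5-tagged RRE RNA duplex with fluorescein-tagged Rev peptide; Probe or stimulus: labelled Rev peptide; Schedule: 5 min preincubation and 15 min binding, 25 °C; Signal: FRET fluorescence readout; Evaluation: % inhibition from 671/540 nm acceptor-to-donor ratio, scaled between controls; Control set: DMSO and neomycin B.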
EphB4 antag: EphB4-ephrin-B2 interaction antagonists, primary screen, biochemical, TNYL-RAW peptide probe, fluorescence polarization; EphB4 LBD / TNYL-RAW-Alexa532 peptide; inhibition, % at 7 µM; hit rate 0.15% among 97,000;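 active = inhibition above the screen-wide mean inhibition plus 3 SD, cut at about 15% in these data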;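 note: 0% = DMSO wells and 100% = excess unlabeled TNYL-RAW peptide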
CYP2C19 act: human CYP2C19 activators, primary screen, biochemical, luminescence | recombinant CYP2C19, luciferin-H EGE luminescence; stronger effect = higher value; 0 = fully inhibited enzyme, 1 = untreated enzyme | activation factor at 5 µM | 96,000 tested, under 10 active | AID 1025, 2008;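 active = activation factor of at least 2 at 5 µM in the primary screen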;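 note: 0 = wells with 2.5 mM tranylcypromine and 1 = vehicle-only wells; values of inactives mirror those of a sister screen read the other way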
Target sequence (P33261 whole entry, looked up): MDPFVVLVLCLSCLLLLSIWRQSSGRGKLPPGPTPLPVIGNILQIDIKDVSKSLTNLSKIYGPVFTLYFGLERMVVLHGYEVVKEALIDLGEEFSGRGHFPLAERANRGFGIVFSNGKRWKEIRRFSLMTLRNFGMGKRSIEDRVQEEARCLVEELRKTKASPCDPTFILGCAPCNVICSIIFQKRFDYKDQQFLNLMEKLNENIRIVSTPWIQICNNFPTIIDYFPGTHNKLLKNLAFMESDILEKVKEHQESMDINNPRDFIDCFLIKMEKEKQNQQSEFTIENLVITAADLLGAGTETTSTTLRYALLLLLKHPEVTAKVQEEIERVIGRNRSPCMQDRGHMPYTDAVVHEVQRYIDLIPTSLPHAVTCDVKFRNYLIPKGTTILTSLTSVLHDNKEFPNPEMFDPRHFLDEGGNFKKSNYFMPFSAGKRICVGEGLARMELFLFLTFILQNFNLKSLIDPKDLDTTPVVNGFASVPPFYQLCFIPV
CYP2C19 inh: blockers of cytochrome P450 2C19 activity – biochemical, luminescence, ADME assay, primary screen; P33261; CYP2C19 Supersomes, luciferin-H EGE luminescence, 30 min; inhibition, % at 5 µM; hit rate 21% among 96,000;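 active = CYP2C19 inhibition above a set limit at 5 µM in the primary screen, cut at about 50% in these data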;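 note: plate controls were negative control wells for no effect and 2.5 mM tranylcypromine positive control for full effect; values of inactives mirror those of a sister screen read the other way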
PLAP activator: PLAP enzyme activators, biochemical, luminescence, HTS; Alkaline phosphatase, placental type (Homo sapiens), P05187; purified PLAP enzyme, luminescent substrate read-out; stronger effect = higher value; activation fold at 20 µM; hit rate 1.2% among 96,000; in the data active = activation fold above about 2
PLK1 PBD inh: Plk1 polo box domain binding inhibitors, primary screen, biochemical, fluorescence polarization | Serine/threonine-protein kinase PLK1 (Homo sapiens), P53350 | Plk1 PBD phosphopeptide binding | inhibition, %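 (tested at about 20 µM)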 | hit rate 0.13% among 97,000 | AID 693, 2007; in the data active = inhibition above about 34%, passing the limit was not always enough
* marks the source's active call; other numbers are inactive results; . = not tested or not shown.

1) COc1ccc(CCn2c(C)cc3c(c2=O)C(c2ccc4c(c2)OCO4)C(C#N)=C(N)O3)cc1OC (stereo unspecified)
2) COCCCNC(=O)c1ccc(Cn2c(=O)c3ccccc3n(Cc3ccccc3C)c2=O)cc1
3) COc1cc(C2C3C(=O)N(c4ccc(F)cc4)C(=O)C3ON2c2ccccc2)ccc1O (stereo unspecified)
4) CCC(C(=O)OCC(=O)Nc1c(C)n(C)n(-c2ccccc2)c1=O)c1ccccc1 (stereo unspecified)
5) CCOCCCNC(=O)Cc1ccc(OC)c(OC)c1
6) FC(F)Sc1ccc(NC(=S)NC2CCC(NC(=S)Nc3ccc(SC(F)F)cc3)CC2)cc1 (stereo unspecified)
7) Cn1c(=O)c2c(nc(Br)n2Cc2ccc3ccccc3c2)n(C)c1=O
8) O=c1[nH]c(CO)nc2c1oc1ccccc12
Assay by compound	1	2	3	4	5	6	7	8
CYP2C9 act	0.6	0.2	0.5	1	1	0.7	0.7	1
PLK1 kinase inh	.	-7	-20	-16	-10	-6	-3	4
CYP2C9 inh	44	80*	53*	1	-3	29	28	-2
HIV Rev-RRE inh	.	7	3	6	0	10	1	8
EphB4 antag	.	4	0	0	-9	3	0	-4
CYP2C19 act	0.6	0.2	0.6	1	1	1	0.6	1
CYP2C19 inh	44	78*	42	4	1	0	39	-3
PLAP activator	1	1.6	1.1	1	1.3	0.8	0.9	0.8
PLK1 PBD inh	.	16	-4	-16	2	-21	-32	-7

Full records, quoted from the list.
Listed for COc1ccc(CCn2c(C)cc3c(c2=O)C(c2ccc4c(c2)OCO4)C(C#N)=C(N)O3)cc1OC (stereo unspecified) : CYP2C9 act: 0.6; PLK1 kinase inh: .; CYP2C9 inh: 44; HIV Rev-RRE inh: .; EphB4 antag: .; CYP2C19 act: 0.6; CYP2C19 inh: 44; PLAP activator: 1; PLK1 PBD inh: .
Listed for COc1cc(C2C3C(=O)N(c4ccc(F)cc4)C(=O)C3ON2c2ccccc2)ccc1O (stereo unspecified) : CYP2C9 act: 0.5; PLK1 kinase inh: -20; CYP2C9 inh: 53*; HIV Rev-RRE inh: 3; EphB4 antag: 0; CYP2C19 act: 0.6; CYP2C19 inh: 42; PLAP activator: 1.1; PLK1 PBD inh: -4
Listed for CCOCCCNC(=O)Cc1ccc(OC)c(OC)c1 : CYP2C9 act: 1; PLK1 kinase inh: -10; CYP2C9 inh: -3; HIV Rev-RRE inh: 0; EphB4 antag: -9; CYP2C19 act: 1; CYP2C19 inh: 1; PLAP activator: 1.3; PLK1 PBD inh: 2

Further entries:
9) COC(=O)c1cnn2c(C(F)(F)F)cc(-c3ccco3)nc12
10) CCCCSc1nc(C)c(CC(=O)O)c(=O)[nH]1
11) CCOC(=O)C1=C(C)Nc2ccccc2N=C1NC(=O)c1cccc(S(=O)(=O)N(C)C)c1
12) c1ccc2c(-c3nnc4n3CCCCC4)c[nH]c2c1
13) Cc1ccc(C2NC(=O)c3c(sc4c3CCN(C)C4)N2)s1 (stereo unspecified)
14) O=C(OCC1CC(c2ccccc2)=NO1)c1ccc(Cl)cc1 (stereo unspecified)
15) O=C(CN(CC1CCCO1)S(=O)(=O)c1ccc(S(=O)(=O)NC2CC2)cc1)Nc1ccccc1 (stereo unspecified)
16) Cn1cc(Br)c(C(=O)N2CCN(c3cccc(Cl)c3)CC2)n1
Assay by compound	9	10	11	12	13	14	15	16
CYP2C9 act	1.1	1	0.1	1.2	0.9	1	0	.
PLK1 kinase inh	-6	.	8	-3	1	-11	-12	-9
CYP2C9 inh	-11	5	93*	-18	7	-4	97*	.
HIV Rev-RRE inh	6	.	0	8	75*	5	3	0
EphB4 antag	-8	.	1	6	0	-1	-15	-4
CYP2C19 act	1.1	1	0.7	1.1	0.9	0.7	0.3	.
CYP2C19 inh	-9	1	27	-11	10	26	74*	.
PLAP activator	1	1	1.3	0.9	1	1	1.1	.
PLK1 PBD inh	13	.	-16	-10	-22	-21	-10	-6

Shown as a hit in HIV Rev-RRE inh, of those listed so far:
13) Cc1ccc(C2NC(=O)c3c(sc4c3CCN(C)C4)N2)s1 (stereo unspecified)
Assay by compound	13
CYP2C9 act	0.9
PLK1 kinase inh	1
CYP2C9 inh	7
HIV Rev-RRE inh	75*
EphB4 antag	0
CYP2C19 act	0.9
CYP2C19 inh	10
PLAP activator	1
PLK1 PBD inh	-22

Next section:
17) COC(=O)c1ccccc1NC(=O)c1ccc(Cn2cc(Cl)cn2)o1
18) O=C(Nc1nc2cc3c(cc2s1)OCCO3)c1cccc(S(=O)(=O)N2CCOCC2)c1
19) O=C(Nc1ncc(Cc2cccc(Cl)c2)s1)C1=NCCN1
20) CN(Cc1ccco1)C(=O)C1CCC(=O)N1Cc1ccc(F)cc1 (stereo unspecified)
21) Cc1ccc(C(=O)CSc2nnc(-c3c[nH]c4ccccc34)o2)cc1
22) CCOC(=O)NCc1ccc(S(=O)(=O)Nc2c(C)cccc2C)cc1
23) O=C(NCc1ccco1)c1ccc(S(=O)(=O)c2cccc(S(=O)(=O)N3CCOCC3)c2)cc1
24) O/N=C/c1cc(Br)ccc1OCc1ccc(F)cc1
Assay by compound	17	18	19	20	21	22	23	24
CYP2C9 act	1.3	0.5	1.1	0.9	0.5	0.7	0.5	.
PLK1 kinase inh	-12	-6	-10	-7	-13	-7	-5	8
CYP2C9 inh	-33	51*	-13	8	53*	29	47	.
HIV Rev-RRE inh	8	-1	3	1	12	6	-2	15
EphB4 antag	-7	3	0	-8	-4	0	-3	8
CYP2C19 act	0.5	0.6	1.1	0.9	0.6	0.3	0.5	.
CYP2C19 inh	50*	42	-7	12	38	75*	51*	.
PLAP activator	1	1.6	1.2	1	0.8	0.9	1.4	.
PLK1 PBD inh	20	-4	35	8	32	-12	1	0

25) O=C(NCc1ccc2c(c1)OCO2)C1CC(=O)N(c2ccc(O)cc2)C1 (stereo unspecified)
26) Nc1cc(=O)[nH]c(=S)n1-c1cccc(C(F)(F)F)c1
27) CCOC(=O)c1cnn(-c2ncnc3sc(C)c(C)c23)c1N
28) CCCOc1ccc(C(C)(O)CN2CCOCC2)cc1 (stereo unspecified)
29) O=C(c1ccc(Br)o1)N1CCN(Cc2ccc3c(c2)OCO3)CC1
30) Cc1ccc(Cn2ccc(NC(=O)c3nc4ncccn4n3)n2)cc1
31) O=C1c2nc3ccccn3c2C(=O)N1Cc1ccccc1
32) CO/N=C/CC(=O)Nc1ccc(F)cc1F
Assay by compound	25	26	27	28	29	30	31	32
CYP2C9 act	2.1*	1	0.9	0.6	0.4	0.8	0.9	1.1
PLK1 kinase inh	-12	3	7	-3	7	1	-1	-2
CYP2C9 inh	-113	3	5	44	62*	16	9	-7
HIV Rev-RRE inh	6	15	0	0	-1	1	6	11
EphB4 antag	-5	-4	4	-3	-4	4	-5	-1
CYP2C19 act	0.7	1	0.9	0.5	0.1	0.9	0.8	1.1
CYP2C19 inh	25	3	7	54*	90*	10	22	-12
PLAP activator	1	0.8	1.3	1.2	1.3	1.1	0.9	0.9
PLK1 PBD inh	-15	-24	-29	31	-20	0	47	7

33) O=C(OCCN1CCOCC1)c1cccs1
34) COC(=O)C(NNc1ccccc1)(NC(=O)c1cccc(F)c1)C(F)(F)F (stereo unspecified)
35) CCC1CCCCN1S(=O)(=O)c1ccc(S(=O)(=O)N(Cc2cccs2)C2CC2)cc1 (stereo unspecified)
36) O=C1CC(c2ccc(S(=O)(=O)NC3CC3)cc2)CN1 (stereo unspecified)
37) O=c1oc2ccccc2c2c1C(c1ccc(Cl)cc1)Nc1ccc3ccccc3c1-2 (stereo unspecified)
38) Cc1ccc(NC(=O)c2ccc(-c3nn(C)c(=O)c4ccccc34)cc2)cc1
39) CCN1CCCC1CN(Cc1cc2ccc(C)c(C)c2[nH]c1=O)C(=O)Nc1ccccc1OC (stereo unspecified)
40) O=C(O)COc1ccc(S(=O)(=O)c2ccc(OCC(=O)O)cc2)cc1
Assay by compound	33	34	35	36	37	38	39	40
CYP2C9 act	1.1	0.2	0.3	0.9	0.9	0.4	0.9	1
PLK1 kinase inh	-2	-8	-3	-6	-10	-1	-10	-6
CYP2C9 inh	-11	84*	71*	9	5	57*	7	-3
HIV Rev-RRE inh	-2	1	12	4	11	6	12	2
EphB4 antag	-1	3	-7	-5	-2	-4	12	0
CYP2C19 act	1	0.2	0.3	1.2	1	0.7	1	1
CYP2C19 inh	2	83*	69*	-15	2	25	-3	4
PLAP activator	1	1	0.8	0.9	0.7	0.8	1.5	0.9
PLK1 PBD inh	-14	0	-5	21	27	8	-10	14

41) Cc1nc2ncnn2c(N2CCN(C(c3ccccc3)c3ccccc3)CC2)c1C
42) CC1CCc2c(sc(NC(=O)c3ccc(Cn4cc([N+](=O)[O-])cn4)o3)c2C#N)C1 (stereo unspecified)
43) CC(C)C(=O)Nc1cc2c(cc1C(=O)c1ccccc1)OCCO2
44) COC(=O)[C@H](C)NC(=O)Nc1ccccc1F
45) COc1ccccc1CNc1ccc(N2CCCCC2)cc1
46) CCN(CC)C(=O)C1CCCN(Cc2ccc(F)c(F)c2)C1 (stereo unspecified)
47) Cc1nnc(NCc2ccco2)c2ccccc12
48) O=C(C1CCCN(Cc2ccccc2C(F)(F)F)C1)N1CCCCC1 (stereo unspecified)
Assay by compound	41	42	43	44	45	46	47	48
CYP2C9 act	0.7	1.1	1	1.1	0.8	1	1.1	0.7
PLK1 kinase inh	-6	-8	-11	-17	-8	.	-6	-12
CYP2C9 inh	35	-9	-1	-9	24	3	-14	34
HIV Rev-RRE inh	7	14	1	4	2	.	2	7
EphB4 antag	1	4	5	-1	8	.	-5	5
CYP2C19 act	1	1	0.8	0.9	0.2	0.5	0.8	0.8
CYP2C19 inh	0	-2	17	7	77*	55*	16	25
PLAP activator	1.6	1.1	1	0.9	0.8	1.3	1	1.4
PLK1 PBD inh	-4	-6	7	-5	-34	.	11	7

49) O=C(CCC1CCCC1)N1CCN(S(=O)(=O)Cc2ccccc2)CC1
50) O=C1CSC(=O)N1CC(O)COc1ccc(Cl)cc1 (stereo unspecified)
51) O=C(CN1CCCCC1)Nc1ccccc1
52) O=C(Cc1coc2ccc3ccccc3c12)N1CCc2ccccc21
53) COCCNS(=O)(=O)c1ccc(-c2ccc(C)cc2)cc1
54) COc1ccc(OCCCC(=O)Oc2ccc(OC)cc2)cc1
55) O=C(c1ccc2c(c1)OCCO2)C1CCN(C(=O)c2ccc(F)cc2)CC1
56) Cc1csc(NC(=O)c2ccccc2O)n1
57) COc1cccc(-c2csc(N3CCN(S(=O)(=O)c4ccc(F)cc4)CC3)n2)c1
Assay by compound	49	50	51	52	53	54	55	56	57
CYP2C9 act	0.8	0.8	0.9	1.6	0.1	0.9	0.5	0.9	0.9
PLK1 kinase inh	-14	2	-5	-9	-25	-4	-5	-16	.
CYP2C9 inh	22	23	5	-57	93*	11	50*	12	13
HIV Rev-RRE inh	8	1	9	5	3	5	6	6	.
EphB4 antag	-2	-3	-1	-4	-1	5	7	0	.
CYP2C19 act	0.9	0.5	0.7	1	0.3	0.9	0.3	1	1
CYP2C19 inh	14	54*	34	1	74*	6	72*	-2	-4
PLAP activator	0.9	1.3	0.8	0.9	0.9	1.2	1.4	1	1.4
PLK1 PBD inh	-11	5	-9	-6	-13	6	10	-12	.
